Giardia killer = Giardia lamblia killing; Giardia lamblia trophozoite viability; activity change, % at 7.66 µM, hits read low; 340,000 compounds, 0.15% hits; AID 540267; in the data active means activity change below about -80%; inconclusive means between about -30% and that limit;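 further: parasites exposed to compound for two days anaerobically before the ATP read; on the % scale 0 is the no-effect control and ±100 the full control effect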
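ATP-content bioluminescence gauges trophozoite survival. Cells (100/well) receive compound and incubate anaerobically for 48 hrs at 37 deg C; detection reagent follows for 15-30 min at room temperature.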
TRPV1 agonist = agonists of human vanilloid receptor 1 (TRPV1); AID 540275; activation, % at 8.33 µM; 320,000 compounds, 0.19% hits; Q8NER1; TRPV1-expressing cells, Fluo-8 calcium influx, agonist mode; in the data active means activation above about 80%; inconclusive means between about 30% and that limit; further: 0% is about no effect
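Cells expressing TRPV1 were dye-loaded with Fluo-8 and read kinetically: 10 s baseline, 3 min after compound (agonist portion), then 2 min after EC20 capsaicin (allosteric enhancer portion). Calcium-bound dye fluorescence at 480/520 nm.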
hERG WT inh = blocks the wildtype human KCNH2 potassium channel. activity change, % at 1.84 µM. Q12809. 340,000 compounds, 0.37% hits. AID 720551. U2OS, BacMam KCNH2, thallium flux FluxOr; hits give low values;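 active means maximum activity change below -70%; inconclusive means maximum activity change between -70% and -50%; inactive means maximum activity change above -50%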; further: on the % scale 0 is the no-effect control and ±100 the full control effect
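U2OS cells transduced with wild-type KCNH2 virus are loaded with FluxOr dye for 45 min, and thallium flux is measured in kinetic reads before and after stimulation buffer. Rate constants are normalized to DMSO controls.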
KCNH2 3.1 inh = KCNH2 3.1 (human) potassium channel inhibition | U2OS KCNH2 3.1, thallium flux FluxOr; hits give low values | activity change, % (tested at about 1.8 µM) | 340,000 compounds, 0.95% hits | AID 720553;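 active means maximum activity change below -70%; inconclusive means maximum activity change from -70% to -50%; inactive means maximum activity change above -50%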;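 further: thallium influx rate constant from kinetic fluorescence after stimulation buffer; on the % scale 0 is the no-effect control and ±100 the full control effect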
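Thallium flux via FluxOr fluorescence (Red40 quencher, 45 min loading) in U2OS cells virally expressing the KCNH2 3.1 isoform (1.77 x 10^8 /mL virus, overnight at 37 C). Rate constants from 2-min kinetic reads post-stimulation, normalised to positive and negative controls.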
PKM2 act = activators of human pyruvate kinase M2 | P14618 | purified PKM2, Kinase-Glo ATP luminescence, activation; response scale: 0% is enzyme alone, no compound | Potency, µM (series often up to 57.5 µM), inactives show at the top dose activation, hits mostly activators | 260,000 compounds, 0.34% hits; further: potency means the concentration at half of the fitted maximal effect; on the % scale 0 is the no-effect control and ±100 the full control effect; nearly all actives have a fitted effect of over 55% in size
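Purified hPK-M2 (>95% pure) converted ADP (0.1 mM final) to ATP with 0.5 mM PEP in 50 mM imidazole pH7.2, KCl, MgCl2, Tween 20, BSA; 1 h at room temperature. ATP detected by Kinase-Glo luminescence.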
Menin MLL FP TR = inhibitors of human menin-MLL interaction, mutant MLL peptide; Potency, µM (top dose mostly 61.6 µM), for the others: at the top dose FP activity change, negative = inhibition, hits mostly inhibitors; O00255; 270,000 compounds, 0.23% hits; Menin + Texas Red MLL mutant peptide, fluorescence polarization; active means well fitted inhibition curve with a large enough effect in the polarisation, with a control signal flat, not every such curve was filed as active; inconclusive means small, poorly fitted or top-dose-only effect, or effect the other way, or a change in a side signal; inactive means no such curve, though single readings can be large or run the other way; the % refers to the polarisation; further: potency means the concentration at half of the fitted maximal effect; % of control where 0% means no effect; many of its hits are not listed in these tables
FBPA coupling cs = coupling enzyme interference in Giardia aldolase counter-screen; coupling enzyme system counterscreen, AmpLite Red fluorescence; activity change, negative = inhibition, % at 58.2 µM, hits read low; 290,000 compounds, 0.67% hits; AID 2472; in the data active means activity change below about -30%; further: on the % scale 0 is the no-effect control and ±100 the full control effect
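Final compound at 57.5 uM, incubated 10 min at RT with coupling enzyme reagent (glyceraldehyde-3-phosphate), then 20 min with substrate and AmpLite Red detection. Fluorescence read at 525/598 nm; tests interference with the coupling assay, not aldolase inhibition.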
B2AR arrestin = recruits beta-arrestin to the human beta2-adrenergic receptor. P07550. beta-arrestin recruitment to beta2AR, cell-based reporter. Potency, µM (highest dose often 46.1 µM), for inactives: top-dose activation, usual class: activators. 330,000 compounds, 0.02% hits;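 further: potency means the concentration at half of the fitted maximal effect; 0% = DMSO controls and full agonism = EC100 isoproterenol or metaproterenol; nearly all actives have a fitted effect of over 65% in size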
Target sequence (P07550 whole entry, looked up): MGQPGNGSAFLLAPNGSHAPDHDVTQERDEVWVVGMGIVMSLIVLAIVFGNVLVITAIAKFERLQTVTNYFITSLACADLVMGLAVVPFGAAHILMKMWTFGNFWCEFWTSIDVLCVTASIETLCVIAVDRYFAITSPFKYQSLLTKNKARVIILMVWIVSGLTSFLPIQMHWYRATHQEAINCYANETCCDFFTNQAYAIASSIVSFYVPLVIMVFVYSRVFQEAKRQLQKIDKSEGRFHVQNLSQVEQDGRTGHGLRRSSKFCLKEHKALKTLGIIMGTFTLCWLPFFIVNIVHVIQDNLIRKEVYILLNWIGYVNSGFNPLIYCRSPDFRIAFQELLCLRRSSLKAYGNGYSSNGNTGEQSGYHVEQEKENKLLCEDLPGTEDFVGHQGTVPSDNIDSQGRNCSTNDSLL
USP2a block = blocks human ubiquitin-specific protease USP2a; 330,000 compounds, 0.01% hits; USP2 core, Ub-CHOP2 coupled fluorogenic reporter, 485/531; Potency, µM (highest dose often 38.3 µM), for the others: at the highest dose activity change, negative = inhibition, most hits filed as inhibitors; O75604;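 further: potency means the concentration at half of the fitted maximal effect; plate controls were DMSO wells for no effect and full inhibition by NEM control for full effect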
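USP2 core (10nM final) preincubated 30min RT with compound in 20mM Tris-HCl pH 8.0, 2mM CaCl2, 2mM beta-mercaptoethanol, 0.05% CHAPS; 25nM Ub-CHOP2 plus 25nM reporter substrate added, fluorescence (Ex485/Em531) read after 60min.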
CXXC DNA block = MLL CXXC-DNA interaction inhibition; Q03164; MLL-CXXC / FITC-HOXA9 DNA fluorescence polarization; Potency, µM (series often up to 115 µM), for inactives: at the highest dose activity change, negative = inhibition, hits mostly inhibitors; 290,000 compounds, 0.037% hits; AID 2662; active means well fitted inhibition curve with a large enough effect in the polarisation, with a control signal flat, not every such curve was filed as active; inconclusive means small, poorly fitted or top-dose-only effect, or effect the other way, or a change in a side signal; inactive means no such curve, though single readings can be large or run the other way; the % refers to the polarisation; further: potency means the concentration at half of the fitted maximal effect
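Fluorescence polarization: 7 uM MLL-CXXC (stock) preincubated 5 min with compounds, then 50 nM fluorescein-HOX-A9 DNA (stock) added; 30 min ambient. Buffer 50 mM Tris-HCl pH 7.5, 50 mM NaCl, 1 mM DTT, 0.05% BSA.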
GALK inhibitor = inhibitors of human galactokinase | Potency, µM (top dose mostly 57.5 µM), without a hit: top-dose activity change, negative = inhibition, most hits filed as inhibitors | 270,000 compounds, 0.007% hits | P51570 | Purified GALK, Kinase-Glo residual ATP luminescence; further: potency means the concentration at half of the fitted maximal effect; on the % scale 0 is the no-effect control and ±100 the full control effect
Target sequence (P51570 whole entry, looked up): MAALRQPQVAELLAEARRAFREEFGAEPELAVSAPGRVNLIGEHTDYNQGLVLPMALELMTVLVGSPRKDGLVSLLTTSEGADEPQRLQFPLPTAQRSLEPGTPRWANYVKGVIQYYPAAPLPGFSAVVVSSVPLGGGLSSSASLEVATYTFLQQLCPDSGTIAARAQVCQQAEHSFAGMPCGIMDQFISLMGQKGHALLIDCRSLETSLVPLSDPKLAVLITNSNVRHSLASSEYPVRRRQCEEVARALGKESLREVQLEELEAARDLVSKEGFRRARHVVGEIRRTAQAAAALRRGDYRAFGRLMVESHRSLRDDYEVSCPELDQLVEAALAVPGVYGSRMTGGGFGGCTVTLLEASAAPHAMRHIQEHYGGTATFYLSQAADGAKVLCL
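Kinase-Glo Plus luminescence measured ATP left after a 1 h room-temperature reaction. The reaction used 5 nM GALK, 100 uM galactose and 35 uM ATP at pH 8.0 (20 mM HEPES, 5 mM MgCl2, 60 mM NaCl, 1 mM DTT, 0.01% BSA).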
An asterisk follows results filed as active; ? = inconclusive; . = not tested or not shown. Unless noted, the call rests on the fitted dose curve; in most records, active means well fitted curve in the direction sought with a large enough effect; inconclusive means small, poorly fitted or top-dose-only effect, or another doubt; inactive means no such curve, though single readings can be large; an effect the other way counts as inactive or inconclusive. Only part of the results is shown; the hit share may differ from the screen's.

Values run as follows: Giardia killer | TRPV1 agonist | hERG WT inh | KCNH2 3.1 inh | PKM2 act | Menin MLL FP TR | FBPA coupling cs | B2AR arrestin | USP2a block | CXXC DNA block | GALK inhibitor
> CC(NCC(=O)NC(=O)NC1CCCC1)c1ccc(Cl)cc1Cl (stereo unspecified)
    4.8 | 1.5 | -47.8 | ? | . | . | . | 0.4% | 0.2% | . | .
> O=C(C1CC(=O)N(C2CCCC2)C1)N1CCN(c2ccccc2F)CC1 (stereo unspecified)
    -10.1 | 2.6 | 0.4 | 3.0 | -3.3% | -1.7% | 2.0 | 0.2% | -1.6% | 9.3% | 1.3%
> CC(=O)Nc1ccc(NC(=O)CCNS(=O)(=O)c2cccc3nsnc23)cc1
    -27.0 | 3.4 | 4.5 | 2.5 | -1.2% | 5.9% | 2.2 | 0.1% | 0.9% | -2.4% | 9.3%
> O=C(c1ccccc1-c1nc(-c2ccc(F)cc2)no1)N1CCCC1
    2.7 | 8.3 | -2.9 | 2.4 | 10.1% | ? | 2.6 | -0.4% | 1.8% | 16.9% | 3.4%
> CCc1cc(/C(Cc2ccccn2)=N\Nc2ccccc2)c(O)cc1O
    9.5 | -1.8 | -16.2 | 0.9 | -0.6% | ? | -3.1 | 0.0% | 3.2% | 3.1% | -2.0%
> O=C(CCc1nnc(C2CCCCC2)o1)NCCCOc1cccnc1
    2.0 | 1.4 | 2.6 | -6.3 | -0.3% | -7.9% | 1.7 | -0.6% | 2.8% | -5.7% | -0.4%
> O=C(N/N=C/c1cccc([N+](=O)[O-])c1)c1cccc(Br)c1
    13.0 | ? | -1.1 | 7.7 | 3.1% | ? | 3.2 | -0.4% | 0.3% | 7.5% | 3.8%
> COCCN(C(=O)c1ccccc1F)c1nnc(-c2ccc(OC)cc2)s1
    13.8 | 9.0 | -16.3 | -1.5 | 0.0% | 21.5% | 1.5 | -0.1% | 1.1% | -0.2% | 1.8%
> O=C(Cc1ncc(C(F)(F)F)cc1Cl)NNc1cccc(F)n1
    13.9 | 2.2 | -3.0 | 8.4 | . | -0.1% | 1.2 | 0.2% | 0.2% | -1.3% | -0.8%
> Cc1cc(C)c(Nc2ncnc(N)n2)c(C)c1
    -0.2 | 3.2 | 2.2 | 18.7 | -4.0% | . | 3.1 | -0.1% | -0.7% | 1.1% | 2.8%
> COCCCNC(=O)CCCn1c(=O)c2ccccc2n(Cc2cccc([N+](=O)[O-])c2)c1=O
    -16.2 | 1.2 | -9.3 | 4.9 | 0.2% | -14.3% | 3.4 | 0.0% | 2.1% | -5.0% | 1.1%
> COc1ccc(-c2ccnc(-c3ccc(O)cc3)n2)cc1
    -2.2 | ? | . | 25.5 | -0.2% | ? | -2.9 | 0.1% | 2.6% | -3.3% | 5.8%
> COc1ccc(CC(=O)Nc2nc3n(n2)C(c2ccccc2)CC(=O)N3)cc1OC (stereo unspecified)
    -8.1 | -1.7 | 3.3 | 15.4 | -1.5% | 1.3% | 0.2 | -0.4% | 4.0% | -4.2% | 0.0%
> CCCn1c(=O)c2c(nc3n2CCN3Cc2ccco2)n(C)c1=O
    11.1 | -1.6 | 2.5 | 1.5 | -8.9% | 1.6% | -3.1 | 0.0% | 0.3% | 3.4% | 5.4%
> COc1cc(NC(=O)CCc2nnc3ccc(N4CCN(c5cccc(OC)c5)CC4)nn23)cc(OC)c1
    0.2 | 0.2 | 5.3 | -46.9 | . | . | . | -0.2% | -0.9% | -1.0% | -5.1%
> S=C(Nc1ccccn1)NC1CCCC1
    -11.5 | -1.9 | -3.3 | 1.0 | 9.9% | -16.5% | -7.4 | 12.7% | 0.5% | 8.8% | -1.1%
> COC(=O)c1cc(-c2ccccc2)nc2nc(SC)[nH]c(=O)c12
    -2.9 | -4.0 | . | 3.4 | . | -20.6% | 0.2 | 0.5% | -8.8% | -11.6% | -1.2%
> CCN(CC)C(=O)CCSc1nnc(-c2ccco2)o1
    14.1 | 0.7 | 4.9 | 14.1 | -2.6% | 6.4% | 2.6 | -0.1% | 0.0% | -4.1% | 0.1%
> CCCc1cc(=O)oc2c(C)c(OC(C)C(=O)NCCN3CCOCC3)ccc12 (stereo unspecified)
    17.2 | -0.3 | -2.4 | 16.9 | . | . | . | -0.4% | -4.7% | -0.7% | 3.8%
> CCOC(=O)C1=C(C)NC2=C(C(=O)C(C(=O)OC)C(C)C2)C1c1ccc(OC)c(O)c1 (stereo unspecified)
    -2.5 | . | -4.5 | -6.5 | 1.8% | . | -1.0 | -0.4% | -1.8% | 0.9% | -1.4%
> CC(=O)N(/N=C1\Sc2ccccc2C1=O)c1cccc(C)c1
    7.9 | -1.9 | -15.9 | 0.2 | 1.1% | ? | 0.6 | 4.1% | 8.3% | 7.5% | -8.5%
> CC(=O)Nc1ccc(S(=O)(=O)NC2(C(F)(F)F)C(=O)Nc3c2c(=O)[nH]c(=O)n3C)cc1 (stereo unspecified)
    -6.5 | -1.6 | -2.2 | 10.2 | 2.3% | 1.1% | -0.4 | 0.4% | 2.6% | 7.9% | -2.9%
> Cc1nnc(SCc2cc(=O)[nH]c(N3CCN(C)CC3)n2)s1
    -7.6 | 9.2 | 0.1 | 4.2 | 1.2% | -5.1% | 0.3 | -0.3% | 1.3% | -4.7% | .
> Cc1cc(OC(=O)c2ccccc2Br)cc(=O)n1C
    -6.7 | -1.3 | -17.6 | -6.7 | -0.4% | 2.4% | -0.4 | 0.5% | 3.6% | ? | -2.5%
> C=CCc1cccc(CNc2nc3ccccc3n2CCC)c1O
    2.0 | 6.7 | -4.8 | 11.7 | 28.2µM* | ? | -1.2 | -3.0% | 0.0% | 7.7% | 1.1%
> O=C1NC(c2ccccc2)=N/C1=C/c1ccco1
    -3.6 | -5.4 | -13.8 | -3.5 | 21.4% | 12.1% | -15.2 | 0.4% | 3.1% | 15.5% | 0.0%
> O=C1COc2ccc3ccccc3c2CN1
    2.3 | 1.2 | 0.3 | 1.3 | 1.4% | 7.4% | -2.1 | 2.8% | -0.8% | -7.0% | 0.8%
> O=C(c1ccc(N2C(=O)C3C4CC(C(Br)C4Br)C3C2=O)cc1)N1CCCCC1 (stereo unspecified)
    -1.9 | 8.6 | -8.4 | . | -1.1% | -14.2% | -1.6 | -1.1% | 1.1% | -0.3% | 6.3%
> O=C(Nc1ccc(OCC(=O)N2CCOCC2)cc1)c1cc(F)c(F)cc1Cl
    -23.7 | -0.8 | -2.5 | 15.7 | -4.4% | 10.0% | -3.7 | -0.2% | -0.1% | -2.1% | -4.0%
> COCCN(C(=O)CCC(=O)Nc1ccccn1)C(C(=O)NCCC(C)C)c1ccc(OC)cc1 (stereo unspecified)
    10.2 | -0.1 | 0.1 | -0.8 | 1.9% | -4.4% | 4.1 | -0.1% | 0.0% | -0.6% | 8.1%
> OCCC1CN(Cc2cc3c(cc2Cl)OCO3)CCN1C1CCCC1 (stereo unspecified)
    25.9 | 3.2 | 46.9 | 6.6 | -1.7% | 7.7% | 0.3 | -1.1% | 0.8% | -0.5% | 3.0%
> CC(C)c1ccccc1NC(=S)N1CCN(Cc2ccc3c(c2)OCO3)CC1
    -2.4 | 13.4 | 5.3 | 5.3 | -1.6% | 4.8% | 0.6 | -0.6% | 3.3% | 30.0% | 2.1%
> CN1/C(=C\C=C(/C#N)C(=O)Nc2ccccc2F)C(C)(C)c2ccccc21
    5.6 | ? | -18.0 | . | 0.0% | ? | 1.3 | -1.3% | 6.5% | ? | 0.5%
> COc1ccccc1C1=CC(=O)C[C@H](c2ccc3c(c2)OCO3)C1
    18.7 | 24.6 | -3.6 | -1.6 | . | . | . | -0.1% | -6.1% | . | .
> CC1CCCCN1C(=O)NC12CC3CC(CC(C3)C1)C2 (stereo unspecified)
    -3.9 | -1.5 | 15.0 | 0.0 | -3.8% | -4.1% | 3.2 | 0.1% | 3.4% | 1.8% | 0.2%
> Cc1ccccc1NC(=O)c1ccc(S(=O)(=O)C(F)F)cc1
    3.8 | ? | -1.0 | 2.8 | 5.8% | 27.7% | -2.4 | -0.2% | 3.4% | 3.5% | -1.1%
> COc1ccc(Nc2c3c(nc4c(-c5ccccc5)c(C)nn24)CCC3)cc1
    -11.2 | -1.8 | -3.3 | -0.4 | -1.4% | -10.9% | -5.8 | -0.5% | 2.2% | 8.7% | 1.5%

High-throughput results from PubChem.
